# KB-V1 cytotox: qHTS assay for MDR1-selective chemotherapeutics: Primary screen using the drug-selected MDR subline cells KB-V1; KB-V1 MDR cells viability, CellTiter-Glo, 72 h; Potency, µM (highest dose often 46.1 µM), for inactives: at the top dose activity change, negative = cytotoxicity, hits mostly cytotoxic; hit rate 3.4% among 400,000; AID 1347076, 2019; note: potency is the fitted concentration of half-maximal effect; % is set by controls: 0 for no effect and ±100 for the full control effect; nearly all actives have a fitted effect of over 60% in size
#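 Potencies derive from concentration-effect curves fitted to normalized luminescence (CellTiter-Glo) of KB-V1 cells treated for 72 h at 37 degrees C in phenol-red-free DMEM containing 10% FBS.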
# DRD3 agonist: qHTS of D3 Dopamine Receptor Agonist: qHTS | D3R DiscoveRx beta-arrestin cells, luminescence, 90 min | hit rate 0.58% among 410,000 | max activation, % | D(3) dopamine receptor (Homo sapiens), P35462; in the data active = max activation above about 30%; note: 0% is about no effect; mostly tested at two doses, the higher about 12 µM
# Target sequence (P35462 whole entry, looked up): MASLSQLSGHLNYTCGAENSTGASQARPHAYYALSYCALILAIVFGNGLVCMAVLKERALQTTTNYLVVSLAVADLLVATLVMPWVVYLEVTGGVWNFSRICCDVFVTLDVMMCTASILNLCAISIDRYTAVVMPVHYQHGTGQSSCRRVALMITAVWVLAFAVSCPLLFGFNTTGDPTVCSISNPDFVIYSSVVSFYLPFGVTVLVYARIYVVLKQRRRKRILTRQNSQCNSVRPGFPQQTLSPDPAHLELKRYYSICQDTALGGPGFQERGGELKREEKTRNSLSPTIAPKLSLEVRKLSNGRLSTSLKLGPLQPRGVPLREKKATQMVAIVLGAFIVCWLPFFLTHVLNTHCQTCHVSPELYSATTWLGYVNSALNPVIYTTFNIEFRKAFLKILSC
#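 Agonist mode: compounds and dopamine controls were applied to plated cells for 90 min at 37 degrees C after an overnight attachment at 1500 cells/well. Luminescent read-out followed 30 - 60 minutes at room temperature with DiscoveRx detection reagent.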
# HT1080-NT tox: qHTS for induction of synthetic lethality in tumor cells producing 2HG: qHTS for the HT-1080-NT fibrosarcoma cell line | HT-1080-NT fibrosarcoma viability, CellTiter-Glo ATP luminescence, 48 h | hit rate 1.6% among 360,000 | Potency, µM (doses to about 46.1 µM), without a hit: at the highest dose activity, negative = less viability, most hits filed as cytotoxic | AID 686970, 2013;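 note: NT is the 2HG producing partner of a matched IDH1 knockdown line; potency is the fitted concentration of half-maximal effect; 0% = DMSO-treated cells and -100% = media-only wells without cells; nearly all actives have a fitted effect of over 55% in size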
#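 A 48-hour cytotoxicity screen used HT-1080-NT cells plated 2 hours before compound delivery. ATP-based CellTiter-Glo luminescence measured viability, normalized to DMSO and no-cell controls.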
# SW480 rereplic: A quantitative high throughput screen for small molecules that induce DNA re-replication in SW480 colon adenocarcinoma cells; AID 624297, 2012; SW480 DNA re-replication, Hoechst DNA content imaging, 48 h; hit rate 1.8% among 340,000; Potency, µM (series often up to 46.1 µM), for the others: at the top dose re-replication activation, actives largely listed as activators; note: potency is the fitted concentration of half-maximal effect; % of control where 0% means no effect; nearly all actives have a fitted effect of over 55% in size
#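 Per well, 250 cells were exposed to pinned compound for 48 hr. Nuclear DNA was visualised with Hoechst (40 min, 37 C) and total object intensity recorded by fluorescence scanning.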
# GLP1R ag: qHTS of GLP-1 Receptor Agonists. AID 624172, 2012. Potency, µM (highest dose often 45.6 µM), inactives show top-dose activation, actives largely listed as activators. hit rate 0.007% among 380,000. HEK293 GLP-1R CRE-luciferase, luminescence, 4-6 h; cells express a hypersensitive GLP-1R form; note: potency is the fitted concentration of half-maximal effect; % of control where 0% means no effect
# Target sequence (P43220 whole entry, looked up): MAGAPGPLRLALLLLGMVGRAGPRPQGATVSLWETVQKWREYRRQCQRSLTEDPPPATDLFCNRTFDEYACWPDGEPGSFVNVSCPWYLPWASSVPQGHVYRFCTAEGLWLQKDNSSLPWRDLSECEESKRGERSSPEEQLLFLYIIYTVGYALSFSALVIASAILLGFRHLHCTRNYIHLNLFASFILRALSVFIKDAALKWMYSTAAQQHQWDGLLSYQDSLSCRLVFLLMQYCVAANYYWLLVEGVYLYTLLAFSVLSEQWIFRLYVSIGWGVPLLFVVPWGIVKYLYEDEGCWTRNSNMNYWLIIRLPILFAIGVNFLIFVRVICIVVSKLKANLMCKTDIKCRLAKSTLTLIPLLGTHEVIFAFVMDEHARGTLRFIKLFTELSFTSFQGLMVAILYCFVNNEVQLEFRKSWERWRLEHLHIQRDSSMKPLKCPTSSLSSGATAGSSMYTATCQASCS
# KB-3-1 cytotox: qHTS assay for MDR1-selective chemotherapeutics: Primary screen using the parental adenocarcinoma cell KB-3-1; KB-3-1 viability, CellTiter-Glo ATP luminescence, 72 h; Potency, µM (series often up to 46.1 µM), for inactives: top-dose activity change, negative = cytotoxic, usual class: cytotoxic; hit rate 1.4% among 400,000; note: potency is the fitted concentration of half-maximal effect; % is set by controls: 0 for no effect and ±100 for the full control effect; nearly all actives have a fitted effect of over 60% in size
#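 Multi-concentration cytotoxicity screen in KB-3-1 cells grown in DMEM lacking phenol red with 10% FBS. After 72 h at 37 °C with compound, ATP-dependent luminescence was recorded.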
# D3 antag: qHTS of D3 Dopamine Receptor Antagonist: qHTS; D(3) dopamine receptor (Homo sapiens), P35462; D3R cells, DiscoveRx beta-arrestin luminescence, antagonist mode; stronger effect = lower value; max response, negative = inhibition, %; hit rate 2.5% among 360,000; in the data active = max response below about -50%; inconclusive = no clear call, values can overlap the other calls; note: % is set by controls: 0 for no effect and ±100 for the full control effect; mostly tested at two doses, the higher about 12 µM
#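 Cells expressing the human receptor were seeded at 1500 cells/well, incubated overnight at 37 degrees C in 5% CO2, then exposed to library compounds with dopamine controls for 90 minutes at 37 degrees C before luminescent detection.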
# HT1080 IDH1KD tx: qHTS for induction of synthetic lethality in tumor cells producing 2HG: qHTS for the HT-1080-IDH1KD cell line | hit rate 2% among 360,000 | HT-1080 IDH1 knockdown viability, ATP luminescence, 48 h | AID 686971, 2013 | Potency, µM (doses to about 46.1 µM), for inactives: top-dose activity, negative = toxicity, usual class: cytotoxic;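 note: potency is the fitted concentration of half-maximal effect; 0% = DMSO wells and -100% = cell-free medium wells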
#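 Assay cells: HT-1080 with IDH1 knockdown, 750 per well, RPMI/5% FBS. Exposure: 48 h at 37 °C following 2 h pre-incubation. Read: CellTiter-Glo luminescence; fitted concentration-response, curve class assigned.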
# IL-1B inflam inh: qHTS for Inhibitors of Inflammasome Signaling: IL-1-beta AlphaLISA Primary Screen. activity change, % at 57.5 µM. THP-1 LPS/ATP IL-1B secretion, AlphaLISA, 16 h; stronger effect = lower value. hit rate 4.7% among 360,000; in the data active = activity change below about -50%; inconclusive = mostly about -30% to -49%; note: % is set by controls: 0 for no effect and ±100 for the full control effect
#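 THP-1 cells pretreated 1 hr with compounds (up to 57.5 uM final), then stimulated with LPS (250 ng/mL final) plus ATP (1.25 mM final); secreted IL-1B measured by AlphaLISA after 16 hr, decreased signal indicating inhibition.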
# The depositor's hits bear a star; i = inactive; ? = inconclusive; / = not tested or not shown; & = joins results of further samples; [ ] = dose if it differs, or a comment. Unless noted, calls come from the whole dose curve; as a rule, active = well fitted curve in the direction sought with a large enough effect; inconclusive = small, poorly fitted or top-dose-only effect, or another doubt; inactive = no such curve, though single readings can be large; an effect the other way counts as inactive or inconclusive.
# Below each SMILES: KB-V1 cytotox | DRD3 agonist | HT1080-NT tox | SW480 rereplic | GLP1R ag | KB-3-1 cytotox | D3 antag | HT1080 IDH1KD tx | IL-1B inflam inh
COc1ccc(CCNC(=O)C2CCN(C(=O)c3ccccc3C)CC2)cc1
    0% | 9 | 12% | 13% | 14% | 18% | 5 | 10% | 15
COc1ccc(OC)c(NC(=O)CSc2nc3scc(C)c3c(=O)[nH]2)c1
    12% | 4 | -15% | 11% | 25% | 1% | 7 | ? | 72
CCn1c(=O)cc(OCC(=O)N(C)c2ccc(OC)cc2)c2ccccc21
    -6% | -12 | / | / | 1% | 1% | / | / | /
O=c1[nH]c(Nc2ccc3c(c2)OCCO3)nnc1Cc1ccccc1
    12% | 3 | 14% | -5% | -1% | 5% | 8 | 20% | 35
CCOc1cc(N2CCOCC2)c(OCC)cc1NC(=O)C1=NN(c2cccc(C)c2)C(=O)CC1
    7% | 1 | -10% | 3% | 21% | -2% | 47 | -8% | -18
O=C(Nc1ccc(OCC(=O)N2CCOCC2)cc1)c1cncc(Br)c1
    0% | -2 | -8% | -695%[inhibitor] | -18% | ? | 13 | -8% | 9
COc1ccc(-c2cn(Cc3ccc([N+](=O)[O-])cc3)nn2)cc1
    ? | -11 | 0% | ? | 0% | -2%&-14% | -20 | -3% | 29
COc1ccc(N2CC(C(=O)Nc3c4c(nn3-c3ccc(OC)cc3)CS(=O)(=O)C4)CC2=O)cc1 (stereo not given)
    12% | 4 | 0% | -1% | -4% | -2% | 4 | -2% | 0
CC(=O)C1=C(O)C(=O)N(c2ccc(Br)cn2)C1c1ccc(F)cc1 (stereo not given)
    ? | -12 | ? | 7.3µM* | 5% | 0% | -10 | 26% | -6
COc1ccc(C2CCc3cc4c(cc3C2=NOC(C)=O)OCO4)cc1OC (stereo not given)
    ? | 7 | 0% | / | 15% | -24% | 41 | ? | 0
Cc1cc(C(=O)OCC(=O)N2C(C)CCCC2C)c(C)o1 (stereo not given)
    ? | -4 | 0% | 0% | 4% | 0% | 0 | 0% | -8
CCOC(=O)N1CCN(C(c2ccnc3ccccc23)c2nnnn2-c2ccc3c(c2)OCCO3)CC1 (stereo not given)
    18µM* | -2 | ? | / | 20% | ? | -3 | ? | 24
Cc1nnsc1Sc1ccccn1
    24% | 7 | 20% | -5% | 15% | -1% | 5 | ? | 25
O=C(CC1C(=O)NCCN1Cc1cccc(C(F)(F)F)c1)NCCc1cnccn1 (stereo not given)
    5% | -5 | 1% | -8% | -13% | 0% | -16 | 0% | 3
Cc1cccc(OCc2nnc(SCC(=O)O)n2Cc2ccccc2)c1
    9% | 1 | 13% | -7% | 4% | -4% | 16 | 13% | 1
CCCC[N+](C)(C)CCC(=O)NC(C)(C)CS(=O)(=O)[O-]
    ? | 11 | 11% | -1% | 0% | 9% | -9 | 12% | 38
O=C(Nc1c2c(nn1-c1ccccc1)CS(=O)(=O)C2)C1CCCC1
    -12% | -11 | -4% | ? | -4% | 3% | -21 | 1% | i
Cc1ccc2c(c1)Sc1c(ccc3ccccc13)N2
    -21% | 3 | -3% | 17% | 4% | -28% | -1 | -21% | 14
COc1ccc(Cl)cc1NC(=O)CSC1=NN2CCCC(=O)N=C2S1
    -2% | 5 | -6% | -6% | 17% | -24% | 6 | -23% | 19
COc1ccc(CN2CCN(c3ccc(F)cc3)CC2)c(OC)c1OC
    8.2µM* | -16 | 0% | ? | 0% | ? | -26 | -23% | 9
Cc1ccc(C(=O)Nc2cccc(-c3ccc(N4CCOCC4)nn3)c2)cc1[N+](=O)[O-]
    -4% | 23 | 5% | -10% | 12% | 25% | 3 | -1% | -3
CSc1ncc(Cl)c(C(=O)Nc2cccc3ccccc23)n1
    -22% | 2 | 7% | ? | -5% | -2% | 16 | 0% | 23
Cc1ccc(N2NC(=O)/C(=C/c3ccc(-c4ccc(Cl)c(C(=O)O)c4)o3)C2=O)cc1
    14% | -6 | 1% | -6% | 8% | 21% | -8 | 19% | 0
COc1ccc(NC(=O)c2ccc3c(c2)CCN3S(C)(=O)=O)cc1
    ? | 5 | 11% | / | -6% | -2% | -2 | 4% | -10
O=C(COc1ccccc1)OCC(=O)c1ccc(O)cc1O
    -4% | 7 | -4% | ? | 8% | 9% | -14 | 0% | 2
O=C(NCc1cccc(Cl)c1)c1cnn2c1NC(c1ccco1)CC2C(F)(F)F (stereo not given)
    -10% | 10 | -23% | -7% | -7% | 8% | 7 | ? | -53*
CCOC(=O)c1nnn(-c2nonc2N)c1CSc1ccc(C)cc1
    ? | -4 | -3% | -5% | 3% | -5% | 0 | -3% | 1
CCCn1cnnc1CNC(=O)C1CCC(=O)N(CCc2ccc(OC)cc2)C1 (stereo not given)
    ? | -1 | 5% | 2% | 3% | 5% | 2 | 11% | 8
COC(=O)C1=C(C)NC(=O)C1(Nc1ccc(Cl)cn1)C(F)(F)F (stereo not given)
    -7% | -2 | 0% | -11% | 9% | 17% | 15 | 4% | 11
CC(NCc1ccco1)C(=O)N1CCc2ccccc2C1 (stereo not given)
    7% | -17 | 8% | -10% | 1% | -3% | -8 | ? | 13
OCC[C@H]1C[C@H](O)[C@@H](O)[C@@]2(CCCO2)O1
    7% | -6 | 8% | -11% | -1% | 14% | -19 | 8% | -5
COc1ccccc1CNc1nc(NCC2CC2)nc2ccsc12
    -6% | -8 | ? | / | 0% | ? | -6 | 15µM* | -83*
COc1ccc(N2CC(C(=O)N[C@@H](CC(C)C)C(=O)NC3CCCC3)CC2=O)cc1 (stereo not given in full)
    25% | 5 | 18% | -11% | 1% | 11% | -1 | 8% | 9
Cc1cccc(CNC(=O)c2ccc3c(c2)N(C)CCS3)c1
    2%&-12% | -3&-4 | 3% | 0% | 13% | -2%&-10% | -28 | 5% | -16
CCN1CCN(C(CNS(=O)(=O)c2ccccc2)c2ccccc2)CC1 (stereo not given)
    13% | -9 | 0% | -7% | 0% | 1% | -2 | -14% | -29
CCOc1ccccc1C(=O)NCC(=O)Nc1ccc2c(c1)OCO2
    ? | -1 | -28% | 2% | 2% | 20% | -10 | -2% | 15
Cc1ccc(C(=O)NCCc2c[nH]c3ccccc23)c(C)c1
    -1% | -9 | -15% | -6% | 3% | -5% | -27 | 3% | -10
S=c1[nH]c(-c2ccccc2)cs1
    -11% | -4 | -1% | -6% | -1% | -5% | -27 | -3% | -3
COC(=O)Cc1ccc(NC(=S)NCc2ccc(Cl)cc2)cc1
    ? | 2 | 10% | -9% | 3% | 8% | -7 | 4% | 1
Cc1ccc2occ(-c3nn[nH]n3)c(=O)c2c1
    -1% | -3 | 15% | -1% | -2% | 20% | -16 | 13% | -18
CCCCC1=CC2=C(c3ccco3)C(=O)C(C)(OC(=O)c3ccc(OC)cc3)C(=O)C2=CN1Cc1ccc2c(c1)OCO2 (stereo not given)
    13% | -28 | 2% | -4% | 1% | 7% | 0 | -5% | ?
O=C(CN1C(=O)NC2(CCCC2)C1=O)NCc1cccc(Cl)c1
    14% | 6 | 0% | -12% | 18% | 4% | -8 | 8% | -59*
Cc1ccc(C)c(Cn2nc3c4ccccc4n(Cc4ccccc4)cc-3c2=O)c1
    -4% | -14 | 1% | ? | 2% | 13% | ? | -3% | 0
CCOC(=O)C1=NN2C(O)C3(C)CC(C(=O)OCC)=NN3C(O)C2(C)C1 (stereo not given)
    4% | -5 | -3% | / | 1% | 0% | -16 | 0% | 0
CC(=O)Nc1ccc2nc(-c3cccs3)[nH]c2c1
    8% | 0 | -3% | -5% | 31% | 2% | 6 | -6% | 18
COCCNc1c(-c2ccc(O)cc2)nc2ccc(Cl)cn12
    5% | 5 | 4% | -3% | 0% | -1% | 13 | 2% | -13
CC(C)Cn1c2c(c(=O)[nH]c1=O)C(C(F)(F)F)(C(F)(F)F)N=C(CCC1CCCCC1)N2
    ? | 13 | ? | 2% | 7% | -21% | 3 | ? | -6
COc1nc(NCc2cccnc2)nc(OC)n1
    12% | -7 | 0% | -10% | 3% | 1% | -21 | -10% | 9
Cc1ccc(C)c(N(CC(=O)N(C)C)S(C)(=O)=O)c1
    3% | -1 | 0% | -1% | -9% | -2% | 11 | 0% | 13
CCn1c(SCC(=O)NCC2CCCO2)nnc1-c1ccc(Cl)cc1 (stereo not given)
    11% | 1 | -1% | 7% | 2% | 14% | -4 | 0% | 22
CC(Sc1nnc(N)s1)C(=O)Nc1ccc(N2CCOCC2)cc1 (stereo not given)
    -8% | -2 | 10% | 3% | 4% | 7% | ? | 9% | -2
Fc1ccc(CNc2ncccn2)cc1
    11% | 0 | 4% | -8% | 4% | 0% | 13 | 1% | -5
CCN1C(=C2C(=O)c3ccccc3C2=O)C=Cc2ccccc21
    1.8µM* | -7 | 8% | -11% | -1% | ? | -10 | 8% | 17
COc1ccc(Nc2nc(NCc3ccco3)nc(N/N=C/c3ccc(O)cc3)n2)cc1
    -26% | -7 | 2% | -5% | -5% | ? | -12 | 12% | -69*
O=C(O)c1cc(O)ccc1NC(=O)c1cccc2ccccc12
    1% | 6 | 17% | ? | -2% | -3% | 16 | 4% | 24
OC(CNc1nc(C(F)(F)F)nc2ccccc12)c1ccccc1 (stereo not given)
    12µM* | 7 | ? | 3% | 9% | ? | 31 | ? | -23
S=C(NCC1CCCCC1)Nc1cccnc1
    ? | -6 | 11% | -2% | 0% | 0% | -10 | 6% | -1

# Screens deposited in PubChem by National Center for Advancing Translational Sciences (NCATS).
